# Bioassay records: PubChem, Broad Institute
# FN deposition inh = fibronectin deposition inhibition; 350,000 compounds, 0.086% hits; AH1F fibroblasts, Alexa488-fibronectin deposition fluorescence, overnight; AID 743247; inhibition, % at 12.6 µM;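 active = mean inhibition across replicates of 30% or more, regardless of how many single replicates reach that level; inconclusive = mean under 30% yet at least half of replicates reach 30%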;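 note: positive control wells lacked labelled fibronectin entirely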
#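 Test system: AH1F fibroblast monolayer depositing Alexa488-labelled fibronectin into matrix. Input: 10000 cells per well. Technique: fluorescence, ex 485 nm, em 525 nm. Buffer or medium: DMEM plus 2% serum, read in PBS. Timing: 1 h cell adhesion before compound, then overnight fibronectin incubation. Compound: single dose, pinned. Read-out basis: inhibition from reduced deposited-fibronectin fluorescence.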
# XiGFP reactiv = reactivates the inactive X chromosome in mouse fibroblasts. XiGFP mouse fibroblasts, % GFP-positive cells imaging, 3 d; cells co-treated with 5-aza-dC sensitizer; scaled so ellipticine positive control = 100%. activation, % at 7.58 µM. 360,000 compounds, 0.055% hits. AID 743238;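 active = mean normalized replicate activation at least 10% and every replicate at or above 10%; inconclusive = only one of the two criteria met; inactive = mean below 10% and not all replicates reach 10%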;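 note: 0% = median of on-plate neutral control wells and 100% = ellipticine 6 µM median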
#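 Schedule: 3 d treatment, 15 min room-temperature fixation; system: 68-5-11 XiGFP fibroblast line; buffer or medium: DMEM plus 5-aza-dC sensitizer; control set: ellipticine 6 µM positive control; compound: one concentration, pinned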
# RAD52 inh = RAD52 (human) annealing inhibition; P43351; recombinant RAD52 DNA annealing, FRET fluorescence; inhibition, % at 18.7 µM; 360,000 compounds, 0.46% hits; AID 651710;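 active = every replicate showing at least 50% inhibition; inconclusive = mean inhibition at least 50% but not in every replicate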
# Target sequence (P43351 whole entry, looked up): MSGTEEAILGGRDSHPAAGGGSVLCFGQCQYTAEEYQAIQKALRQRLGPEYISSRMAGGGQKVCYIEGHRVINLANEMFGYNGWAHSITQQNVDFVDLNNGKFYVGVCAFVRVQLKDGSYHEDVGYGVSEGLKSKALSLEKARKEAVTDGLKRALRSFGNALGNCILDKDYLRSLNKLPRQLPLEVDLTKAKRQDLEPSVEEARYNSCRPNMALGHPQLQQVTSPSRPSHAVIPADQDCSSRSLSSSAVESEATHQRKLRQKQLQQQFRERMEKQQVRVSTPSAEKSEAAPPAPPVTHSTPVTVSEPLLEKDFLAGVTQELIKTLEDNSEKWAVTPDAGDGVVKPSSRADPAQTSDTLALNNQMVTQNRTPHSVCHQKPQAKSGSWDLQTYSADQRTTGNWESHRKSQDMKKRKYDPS
# esBAF inh = blocks esBAF chromatin remodeling in mouse ES cells; 350,000 compounds, 2% hits; Bmi1-luciferase knock-in reporter, 24 h; 100% = twice the neutral-well signal; reporter increase, % at 12.5 µM; in the data active = activation above about 40%; inconclusive = no clear call, values can overlap the other calls;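 note: 0% = median of the plate's neutral control wells and 100% = double that signal; a rise in the Bmi1 reporter signal indicates esBAF inhibition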
# E-selectin induc = induces E-selectin expression in human endothelial cells. P16581. HUVEC E-selectin immunofluorescence imaging; normalized: neutral wells 0, TNF-alpha wells 100. activation, % at 7.58 µM. 260,000 compounds, 0.37% hits. AID 686992;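 active = mean E-selectin-positive cell signal at least 10% of the positive control, reached in at least 60% of replicates, without over 20% cell loss; inconclusive = no rule given, readout overlaps actives, possibly toxicity-flagged; inactive = the rest, including those meeting only one limit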;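 note: in these data hits start at about 27%; measured in HUVEC primary endothelial cells; signal is the percent of cells scored E-selectin positive by PE staining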
# Target sequence (P16581 whole entry, looked up): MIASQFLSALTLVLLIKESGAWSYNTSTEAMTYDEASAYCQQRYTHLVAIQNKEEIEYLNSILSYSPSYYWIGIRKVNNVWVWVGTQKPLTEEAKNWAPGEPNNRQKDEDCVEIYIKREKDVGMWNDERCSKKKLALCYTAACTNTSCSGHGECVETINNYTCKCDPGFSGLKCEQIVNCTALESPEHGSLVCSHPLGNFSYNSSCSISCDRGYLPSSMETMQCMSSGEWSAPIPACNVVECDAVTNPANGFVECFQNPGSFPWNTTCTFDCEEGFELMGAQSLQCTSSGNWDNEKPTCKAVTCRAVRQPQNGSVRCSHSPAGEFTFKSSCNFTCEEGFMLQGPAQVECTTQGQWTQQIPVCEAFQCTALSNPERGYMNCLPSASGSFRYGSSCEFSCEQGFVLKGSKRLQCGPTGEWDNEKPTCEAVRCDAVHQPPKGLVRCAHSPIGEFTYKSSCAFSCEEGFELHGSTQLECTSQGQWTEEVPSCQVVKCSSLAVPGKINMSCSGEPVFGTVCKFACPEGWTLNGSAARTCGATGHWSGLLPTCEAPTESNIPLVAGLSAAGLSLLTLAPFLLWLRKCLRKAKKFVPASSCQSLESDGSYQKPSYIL
#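 Test system: HUVEC | Signal: Immunofluorescence imaging | Read-out: Percent E-selectin-positive cells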
# S100A4 MyoIIA = S100A4-myosin IIA interaction inhibition. 360,000 compounds, 0.14% hits. inhibition, % at 10.7 µM. AID 652163. S100A4/TAMRA-MyoIIA peptide fluorescence polarization;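 active = mean inhibition of at least 70% across replicates, with every replicate also reaching that level; inconclusive = mean inhibition reaches 70% but some replicates fall short; inactive = mean inhibition below 70%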
#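 incubation = readout 5 min after mixing, signal stable up to 60 min | system = S100A4 monomer protein | buffer or medium = HEPES pH 7.2 with CaCl2, KCl, NaCl, DTT, Triton | benchmarks = neutral control DMSO, positive control TFP | also added = fluorescent myosin IIA peptide, 5 nM | compound dosing = one concentration per compound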
# EWS-Fli block = inhibitors of EWS/Fli oncoprotein transcriptional activity | 350,000 compounds, 0.67% hits | A673 NR0B1-luciferase reporter, viability-normalised | inhibition, % at 12.6 µM;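 active = mean inhibition of at least 50% after viability correction, with every replicate also passing that limit; inconclusive = mean reaches 50% but only one of two replicates passes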;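 note: firefly luciferase signal divided by Alamar Blue viability fluorescence both relative to DMSO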
# RAD54 branch = blocks human RAD54 Holliday junction branch migration. AID 602329. FAM/BHQ fluorescence. Q92698. inhibition, % at 10.4 µM. 360,000 compounds, 0.14% hits;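 active = mean normalized replicate activity at least 40 and at least half of replicates scoring 40 or more; inconclusive = only one of the two criteria met; inactive = mean below 40 and under half of replicates reaching 40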;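 note: 0% = median of neutral control wells and 100% = median of positive control wells; inhibitors cause a drop in the FAM fluorescence signal; in these data hits start at about 50%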
# An asterisk follows results filed as active; ? = inconclusive; . = no result given; & = joins results of further samples.
SMILES,FN deposition inh,XiGFP reactiv,RAD52 inh,esBAF inh,E-selectin induc,S100A4 MyoIIA,EWS-Fli block,RAD54 branch
O=C(COc1ccccc1)Nc1ccc(S(=O)(=O)N2CCCC2)cc1,-11,0.1,-232,6,0.1,-3,0,-10
COC(=O)C12CCC(C)(c3nc4ccccc4nc31)C2(C)C (stereo not given),3,0.0,-17,.,.,-8,-8,.
O=C(Nc1ccc(F)cc1)N[C@H]1CC[C@H](CCn2cc(C3(O)CCCC3)nn2)O[C@@H]1CO,.,-0.6,-6,6,-0.3,25,5,-12
COc1ccc(-c2ccccc2[C@@H]2[C@@H](C#N)N(C(=O)C3CC3)[C@H]2CO)cc1,0,0.1,9,.,-0.2,-3,8,.
CCOCC(=O)Nc1cc(Cl)ccc1C,3,0.0,3,-3,.,-2,0,.
CC(=O)N1[C@@H](CO)[C@H](c2ccccc2)[C@@H]1CN(CC1CCC1)C(=O)CN(C)C,2,0.0,-8,0,0.3,-11,-1,-4
Cc1ccc(S(=O)(=O)CCC(=O)OCC(=O)N2CCN(S(=O)(=O)c3ccc(Cl)cc3)CC2)cc1,-2,0.1,-3,-6,0.3,-4,-11,1
O=S1(=O)CCOC[C@H](CC2CCCCC2)N1Cc1cccc(Cl)c1,9,0.0,-5,9,0.7,-4,3,4
COc1ccc(/C=C2/SC(=O)N(CC(=O)NCCC(C)C)C2=O)cc1OC,-5,0.0,-8,.,0.1,1,-9,.
O=C(c1ccco1)N1CCN(S(=O)(=O)c2ccc(Cl)s2)CC1,.,.,-9,0,.,2,-1,-8
COCCCn1c(C)cc(C(=O)COC(=O)CCc2nc3ccccc3c(=O)[nH]2)c1C,0,?,-20,.,-0.3,-6,-57,.
C[C@H](CO)N1C[C@H](C)[C@@H](CN(C)S(=O)(=O)c2ccc(Oc3ccccc3)cc2)OCc2cn(nn2)CCCC1=O,3&4,-0.3&-0.1,-3&8&4,14&-4&-3,0.5&0.2,4&35&14,4&-8&-3,8&-4&8
C[C@@H]1CN([C@H](C)CO)S(=O)(=O)c2ccc(C#Cc3cccc(F)c3)cc2O[C@H]1CN(C)C,4,-0.2,47,-7,.,6,5,1
Cc1ccc(NC(=O)C(c2ccccc2)N2CCN(C(=O)c3ccco3)CC2)cc1 (stereo not given),0,0.6,-22,7,.,-1,-16,-4
C[C@H]1CN([C@@H](C)CO)C(=O)c2cc(NC(=O)Nc3ccc(C(F)(F)F)cc3)ccc2O[C@@H]1CN(C)Cc1ccc2c(c1)OCO2,.,0.2,-8,0,-0.1,-11,11,-5
C[C@H](O)C#Cc1ccc([C@@H]2[C@H](CO)N3CCCCN(S(=O)(=O)c4ccccc4)C[C@@H]23)cc1,.,0.1,-4,.,-0.5,2,7,7
COc1ccc(C2C(C(=O)c3cccs3)=C(O)C(=O)N2c2cccc(C)n2)cc1OC (stereo not given),-2,0.0,-9,.,.,-3,-4,.
CCOC(=O)c1sc(NC(=O)CN2C(=O)NC3(CCC(C)CC3)C2=O)c(C(=O)OCC)c1C (stereo not given),10,0.2,-7,-12,0.0,-9,1,-10
Cc1ccccc1S(=O)(=O)NCC[C@H]1CC[C@@H](NC(=O)C2CCCCC2)[C@H](CO)O1,-9,0.0,-6,4,-0.1,36,1,-9
CCCc1nc2cc(C)c(Br)c(C)n2c1Cc1ccsc1,8,0.0,-7,.,1.0,-7,4,.
COCOc1ccc(-c2ncc(OC)nc2NC(=O)c2cc(C)oc2C)cc1,2,0.1,-32,7,-0.3,1,-7,-6
COc1ccccc1C(=O)N1N=C(c2ccc(NS(C)(=O)=O)cc2)CC1c1cccs1 (stereo not given),4,-0.1,-10,4,.,-4,8,-15
Cc1noc(C)c1NC(=O)Nc1ccc2c(c1)C(=O)N([C@@H](C)CO)C[C@H](C)[C@@H](CN(C)C(=O)Nc1ccc(F)cc1)OCCCC[C@H](C)O2,1,-0.2,0,-1,-0.1,4,5,6
Cc1ccc(Sc2ncccc2COC(=O)NC(C)C)cc1,5,0.0,-33,?,.,-8,-49,-4
C[C@@H]1CN([C@H](C)CO)C(=O)c2cccc(NC(=O)Nc3ccc(F)cc3)c2O[C@@H]1CN(C)Cc1ccc(-c2ccccc2)cc1,4,-0.2,32,-4,0.1,7,6,4
CC1(C)CC(=O)C(C=NCCN2CCNC2=O)=C(O)C1,1,0.0,-14,5,.,5,-5,-1
O=C1COc2ccc(C(=O)COC(=O)COc3ccccc3[N+](=O)[O-])cc2N1,-2,-0.2,-9,0,.,-1,5,-22
Cn1c(=NC(=O)C2CCN(S(=O)(=O)c3cccs3)CC2)sc2ccccc21,-1&-5,0.6,-16,.,0.7,-8,5,-4
COc1c(NC(C)=O)c2ccccc2c2ccccc12,7,-0.2,-9,-4,-0.3,0,7,-2
CC1CCN(CC(=O)NNC(=O)c2cccc(Br)c2)CC1,4,0.0,-16,-5,0.1,-1,-20,-2
CCOC(=O)c1c(NC(=O)C2CCCN(S(=O)(=O)c3ccc(C)cc3)C2)sc2c1CCCC2 (stereo not given),2,0.1,.,1,-0.3,.,.,-7
CCC1CCC/C1=N\NC(=O)c1ccoc1C (stereo not given),13,0.2,-3,36,.,-9,-14,-1
C=CCn1c(N)cc(=O)nc1SCC(=O)Nc1ccccc1C(N)=O,1,0.0,2,.,-1.3,2,0,.
N#C[C@H]1[C@@H](c2ccccc2-c2ccc(F)cc2)[C@@H](CO)N1c1ncc(-c2ccccc2)s1,-8,0.1,-10,.,-0.1,-21,1,.
CC(=O)Nc1sc(N/N=C/c2ccccc2)nc1-c1ccc(C)cc1,-1,0.1,-19,.,.,-4,-18,.
Cc1ccccc1NC(=O)COC(=O)c1ccc2nc(C)c(C)nc2c1,1,0.0,-20,1,.,2,-4,-10
COc1ccc(NC(=O)N(C)C[C@H]2OCc3cnnn3CCCC(=O)N([C@H](C)CO)C[C@@H]2C)c(OC)c1,4&-14,0.1&1.5,-16&2,1,-6.3&-0.3,-6&0,-2&4,-1
CC(C)CN(CC(C)C)S(=O)(=O)N1CCC(C(=O)NCc2ccccn2)CC1,.,.,-18,-5,.,5,9,3
O=C(NNC1=NCCCCC1)Nc1cccc(Cl)c1,2,0.0,-2,.,.,-2,-96,.
CC(=O)Nc1ccc(NC(=O)c2cc(-c3cc(C)c(C)cc3O)n[nH]2)cc1,-13,0.1,-9,0,0.1,-2,-3,3
CCOc1ccc(CCNC(=O)Cn2ncn3nc(-c4ccc(OC)cc4)cc3c2=O)cc1,5,0.2,3,?,0.1,3,1,-1
Cc1ccc(NC(=S)N(CCN2CCOCC2)Cc2ccccc2F)cc1,3,0.0,-6,8,-2.0,4,14,-14
COc1ccc(CN2C[C@H](C)[C@@H](OC)CN(C)C(=O)c3ccc(NC(C)=O)cc3OC[C@@H]2C)cc1,-10,-0.1,-4,1,-0.6,8,2,3
CC1CN(C(=O)CCNC(=O)c2ccc(Br)cc2)CC(C)O1 (stereo not given),3,0.0,-14,-8,0.7,2,0,.
O=C1c2ccc3c4c(ccc(c24)C(=O)N1c1cccc(O)c1)C(=O)N(c1cccc(O)c1)C3=O,2,?,-4,0,-0.4,0,60*,9
CC1(C)OC(=O)C2=C(C[C@@H](CCc3ccccc3)O[C@H]2CCc2cccc(Cl)c2)O1,-2,0.0,-3,.,-0.1,2,8,.
COc1ccc(/C=C2\CCc3ccccc3C2=O)c(OC)c1OC,-12,0.0,-13,36*,0.2,0,-72,8
C[C@H]1CCCCO[C@H](CN(C)C(=O)C2CCCCC2)[C@@H](C)CN([C@@H](C)CO)C(=O)c2cc(NS(=O)(=O)c3cccs3)ccc2O1,.,0.0,4,1,-0.1,1,-8,-1
CN(C)C(CNC(=O)c1oc2ccccc2c1CSc1ncn[nH]1)c1ccco1 (stereo not given),20,0.1,-22,.,0.0,3,6,.
OC(c1ccc(Cl)cc1Cl)C(Cc1cccnc1)n1cncn1 (stereo not given),4,.,.,1,-0.4,.,.,2
COc1ccccc1-c1cc2nc(-c3ccccc3)cc(N3CCN(C(=O)c4ccoc4)CC3)n2n1,-13,0.0,5,4,0.0,-4,22,3
CC1CCCCN1N=Nc1nc2c([nH]1)c(=O)n(C)c(=O)n2C (stereo not given),.,0.0,-40,3,3.0,3,1,1
CC(CC(=O)Nc1ccc2c(c1)c(=O)n(C)n2-c1ccccc1F)c1ccccc1 (stereo not given),9,0.0,-32,3,0.3,5,-1,-5
O=C(c1ncn2c1c(=O)[nH]c1ccccc12)N1CCc2ccccc2C1,-12,-0.1,0,-7,-0.1,2,1,5
Cc1ccc(C(=O)NCCSCc2ccc(Cl)cc2Cl)cc1[N+](=O)[O-],.,0.0,-23,.,.,-9,-4,.
Cc1cc(N/N=C/c2cccc(Cl)c2)nc(-n2nc(C)cc2C)n1,2,0.1,-10,6,.,-1,35,-5
CC(C)NC(=O)N(C)C[C@H]1Oc2ncc(-c3ccccc3F)cc2C(=O)N([C@H](C)CO)C[C@H]1C,.,-0.5,3,8,-0.1,11,-20,-2
O=C(NCc1ccccn1)c1cccc(S(=O)(=O)Nc2ccc(F)cc2)c1,4,-0.1,0,.,0.5,-2,-6,.
COc1cccc(/C=C/C(=O)N2CCN(S(=O)(=O)c3ccccc3)CC2)c1OC,-4,-0.6,-6,.,.,-3,-3,2
CCN1CCCc2cc(CN(CCN3CCOCC3)C(=S)Nc3cccc(OC)c3)ccc21,2,1.1,0,-5,0.1,-7,6,.

# (further entries)
SMILES,FN deposition inh,XiGFP reactiv,RAD52 inh,esBAF inh,E-selectin induc,S100A4 MyoIIA,EWS-Fli block,RAD54 branch
O=C(NCc1ccco1)C(=O)NCC1OCCN1S(=O)(=O)c1ccc(Br)cc1 (stereo not given),.,0.1,-7,.,.,-5,6,.
COc1ccc(S(=O)(=O)NCc2ccco2)c2ccccc12,4,.,-13,-3,.,-3,-4,1
O=C(NCCc1nc(-c2ccccc2)no1)c1ccccc1,7,0.3,.,-1,0.2,.,-3,10
C[C@H](CO)N1C[C@H](C)[C@@H](CN(C)C(=O)CCC(F)(F)F)OCCCC[C@H](C)Oc2ccc(NS(=O)(=O)c3cccs3)cc2C1=O,.,0.1,.,2,0.3,.,0,-5
Nc1ccc(C(=O)OCc2nc3cc4ccccc4cc3[nH]2)cc1,-3,0.2,-10,.,.,9,-24,.
COc1ccccc1CCNC(=O)C(=O)NCC1OCCN1S(=O)(=O)c1ccc(OC)c(OC)c1 (stereo not given),2,1.0,-8,9,-0.1,18,-4,7
Nc1nc2ncccn2c1-c1ccc(C(F)(F)F)cc1,-9,0.1,-20,.,11,-5,-1,.
C/C=C/c1ccc2c(c1)O[C@@H](CN(C)C(=O)CC)[C@H](C)CN([C@@H](C)CO)S2(=O)=O,.,-1.4,-11,-1,1.1,0,17,5
